# Bioassay records: PubChem, several laboratories
# EphB4 ephrin blk – blocks human EphB4 binding to ephrin-B2; P54760; EphB4 LBD / TNYL-RAW-Alexa532 peptide, fluorescence polarization; inhibition, % at 7 µM; actives 0.15% (n = 97,000);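 active = inhibition above the screen-wide mean inhibition plus 3 SD, cut at about 15% in these data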;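 also: 0% = DMSO wells and 100% = excess unlabeled TNYL-RAW peptide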
# S1P2 antag – antagonists of human S1P2 receptor; O95136; cell-based S1P2 antagonist assay, inhibition at 5 uM; inhibition, % at 5 µM; actives 0.21% (n = 97,000); AID 736; in the data active = inhibition above about 45%;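 also: CRE beta-lactamase reporter cells expressing human S1P2 stimulated with S1P; 0% = agonist at EC80 alone and 100% = agonist plus reference antagonist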
# Target sequence (O95136 whole entry, looked up): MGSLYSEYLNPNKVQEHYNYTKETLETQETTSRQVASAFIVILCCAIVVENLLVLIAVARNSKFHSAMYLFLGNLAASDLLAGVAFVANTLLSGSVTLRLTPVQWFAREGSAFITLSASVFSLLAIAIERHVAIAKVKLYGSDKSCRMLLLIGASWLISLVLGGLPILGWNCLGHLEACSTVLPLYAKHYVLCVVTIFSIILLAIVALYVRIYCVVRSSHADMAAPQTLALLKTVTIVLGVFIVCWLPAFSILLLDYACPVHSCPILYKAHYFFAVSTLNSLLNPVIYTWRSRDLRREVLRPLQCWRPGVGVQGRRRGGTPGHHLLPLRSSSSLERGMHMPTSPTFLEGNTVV
# FAK inh – inhibitors of human focal adhesion kinase | Q05397 | biochemical FAK kinase activity assay | inhibition, %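 (tested at 7 µM)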 | actives 0.84% (n = 97,000) | AID 727; in the data active = inhibition above about 19%;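 also: 0% = DMSO and 100% = reference compound high control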
# MT1-MMP txn act – activates MT1-MMP transcription; HT1080 MT1-MMP promoter luciferase reporter, luminescence, overnight; hits give high values; AID 750; actives 0.16% (n = 86,000); activation factor at 10 µM;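 active = activation factor of at least 2 for MT1-MMP transcription at 10 µM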
# PLAP act – activators of human placental alkaline phosphatase | actives 1.2% (n = 96,000) | purified PLAP enzyme, luminescent substrate read-out; hits give high values | activation fold at 20 µM | P05187; in the data active = activation fold above about 2
# Target sequence (P05187 whole entry, looked up): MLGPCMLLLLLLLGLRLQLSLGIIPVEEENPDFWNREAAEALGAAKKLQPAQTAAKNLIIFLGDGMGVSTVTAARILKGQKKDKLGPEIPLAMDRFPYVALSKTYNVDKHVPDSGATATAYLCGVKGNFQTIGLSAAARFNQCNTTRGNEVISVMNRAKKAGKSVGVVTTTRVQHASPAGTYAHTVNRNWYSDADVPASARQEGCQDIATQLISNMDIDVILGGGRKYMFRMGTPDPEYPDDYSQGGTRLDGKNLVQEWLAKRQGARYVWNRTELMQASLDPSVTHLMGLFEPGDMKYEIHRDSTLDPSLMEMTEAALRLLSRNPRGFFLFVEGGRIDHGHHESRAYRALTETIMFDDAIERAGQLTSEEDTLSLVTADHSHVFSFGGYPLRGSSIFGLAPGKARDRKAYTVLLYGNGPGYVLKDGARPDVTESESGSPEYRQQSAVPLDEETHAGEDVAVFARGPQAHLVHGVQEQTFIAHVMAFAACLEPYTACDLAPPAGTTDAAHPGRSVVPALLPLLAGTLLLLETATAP
# S1P2 agonist – activates the human S1P2 receptor; O95136; S1P2-expressing cell line, agonist reporter read-out; activation, % at 4.5 µM; actives 0.46% (n = 97,000); AID 729; in the data active = activation above about 16%;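 also: 0% = vehicle low control and 100% = maximal reference agonist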
# Plk1 PBD FP – inhibitors of human Plk1 polo box domain binding. Plk1 PBD phosphopeptide binding, fluorescence polarization. inhibition, %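 (tested at about 20 µM)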. actives 0.13% (n = 97,000); in the data active = inhibition above about 34%, passing the limit was not always enough
# PLK1 inh – PLK1 (human) kinase inhibition. P53350. recombinant PLK1 kinase, TR-FRET peptide phosphorylation. inhibition, % at 10 µM. actives 0.53% (n = 97,000). AID 619;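 active = inhibition of 50% or more in the single-concentration screen; inactive = inhibition below 50%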;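 also: 0% = DMSO max control and 100% = H-89 dihydrochloride min control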
# HIV Rev-RRE inh – inhibitors of HIV-1 Rev-RRE RNA interaction. P05866. Rev peptide-RRE RNA binding, FRET. inhibition, % at 8 µM. actives 0.79% (n = 97,000). AID 704;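 active = inhibition above the screen-wide mean plus 3 SD, cut at about 35% in these data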;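 also: 0% = median DMSO wells and 100% = median Neomycin B control wells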
# Target sequence (P05866 whole entry, looked up): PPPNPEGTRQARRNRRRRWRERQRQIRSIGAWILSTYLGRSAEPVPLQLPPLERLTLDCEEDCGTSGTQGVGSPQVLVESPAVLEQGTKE
#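 Test system: Cy5-tagged RRE RNA duplex with fluorescein-tagged Rev peptide | Read-out: % inhibition of FRET ratio versus controls | Probe or stimulus: Labelled Rev peptide | Incubation: 5 min RNA-compound premix plus 15 min binding step, 25 °C | Technique: FRET fluorescence readout | Benchmarks: DMSO low control, neomycin B high control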
# Numbers without * were called inactive; · = no result given.
SMILES,EphB4 ephrin blk,S1P2 antag,FAK inh,MT1-MMP txn act,PLAP act,S1P2 agonist,Plk1 PBD FP,PLK1 inh,HIV Rev-RRE inh
Cc1nc2ncnn2c(N2CCN(C(=O)Cc3cccs3)CC2)c1C,9,-4,2,1,1.2,-1,-11,-3,8
Cc1ccc(Cn2c(=O)n(CCC(=O)NCc3ccc4c(c3)OCO4)c(=O)c3ccccc32)cc1,8,-12,1,1,1.5,-6,10,-8,11
CC(=O)c1ccc(NC(=O)Nc2cccc(Cl)c2)cc1,-12,-1,3,1.1,0.9,0,0,-2,8
COC(=O)C1=C(C)NC2=C(C(=O)CC(c3cccs3)C2)C1c1ccsc1 (stereo unspecified),-10,-5,22*,1.1,1,-6,-9,-13,-3
COc1cc(/C=N/NC(=O)c2cccs2)ccc1OCc1ccccc1,-5,-15,14,1,0.9,-2,-12,-11,16
CCCn1c(=O)n(C)c(=O)c2c(SCc3cc(C(C)=O)ccc3OCC)nc(C3CC3)nc21,-5,-24,-2,1.1,·,4,11,-51,3
Cc1cc(-c2ccccc2)nc(SCC(=O)c2cccc([N+](=O)[O-])c2)n1,1,-3,4,·,0.9,-10,-39,-1,12
CCOC(=O)c1c2ccc(OCC(=O)N/N=C/c3ccc(Cl)cc3)cc2n2ccccc12,-1,13,-8,·,1.1,-3,-19,-16,15
CC(=O)Oc1c(S(=O)(=O)c2ccc(C)cc2)c(C)nn1-c1ccccc1,-1,-3,-8,1.1,1,-3,-20,-3,3
CC(C)(C)c1ccc(C(=O)N2CCNCC2)cc1,0,-25,-1,1,1,-5,-13,-6,0
Cc1cc(C(=O)CSc2nncs2)c(C)n1-c1c(C)n(C)n(-c2ccccc2)c1=O,8,24,-1,1.2,1.4,-2,-7,-8,4
COc1cc(CN2CCC(C(=O)NC3CCCC3)CC2)cc(Br)c1O,7,16,10,1.1,1,-6,13,-2,6
COc1ccc(-c2c(C)n([O-])c(C)c(C)[n+]2=O)cc1,6,-9,-1,1.2,1,-2,-29,-6,9
N#CCCN1CCN(Cn2c3ccccc3c3ccccc32)CC1,-9,3,0,1,1.2,-5,-10,-4,1
COC(=O)Oc1cncc(C(=O)O)c1,-6,-2,-2,·,1.1,-4,0,-11,3

# 7 of the entries above in order of the HIV Rev-RRE inh value, largest number first:
mol,HIV Rev-RRE inh
Cc1ccc(Cn2c(=O)n(CCC(=O)NCc3ccc4c(c3)OCO4)c(=O)c3ccccc32)cc1,11
COc1ccc(-c2c(C)n([O-])c(C)c(C)[n+]2=O)cc1,9
Cc1nc2ncnn2c(N2CCN(C(=O)Cc3cccs3)CC2)c1C,8
COc1cc(CN2CCC(C(=O)NC3CCCC3)CC2)cc(Br)c1O,6
Cc1cc(C(=O)CSc2nncs2)c(C)n1-c1c(C)n(C)n(-c2ccccc2)c1=O,4
COC(=O)Oc1cncc(C(=O)O)c1,3
CC(C)(C)c1ccc(C(=O)N2CCNCC2)cc1,0

# FAK inh: entries above that show a hit.
SMILES,EphB4 ephrin blk,S1P2 antag,FAK inh,MT1-MMP txn act,PLAP act,S1P2 agonist,Plk1 PBD FP,PLK1 inh,HIV Rev-RRE inh
COC(=O)C1=C(C)NC2=C(C(=O)CC(c3cccs3)C2)C1c1ccsc1 (stereo unspecified),-10,-5,22*,1.1,1,-6,-9,-13,-3

# (listing goes on)
SMILES,EphB4 ephrin blk,S1P2 antag,FAK inh,MT1-MMP txn act,PLAP act,S1P2 agonist,Plk1 PBD FP,PLK1 inh,HIV Rev-RRE inh
CCCOc1ccc(C(=O)N2CCCC2C(=O)O)cc1 (stereo unspecified),6,4,2,1.1,0.9,-7,2,-10,8
COc1ccc(-c2cc3ccccc3oc2=O)cc1NC(=O)c1ccc(Br)o1,-2,-14,65*,1.2,1.2,4,-2,-11,1
COc1ccc(S(=O)(=O)N/N=C\c2ccc(OC)c(COc3ccc(C)cc3[N+](=O)[O-])c2)cc1,5,-12,3,1.3,·,-5,0,-15,6
CCC1CCCCN1C(=O)Cn1c(=O)n(CCC(=O)NCc2ccco2)c(=O)c2sccc21 (stereo unspecified),3,2,4,1.1,1,-5,-1,-5,-1
Cn1c(-c2ccc(C(C)(C)C)cc2)n[nH]c1=S,3,-9,0,1.4,0.9,-7,13,-4,0
Cc1ccc(Nc2nc(N)nc(CN3CCC(C)CC3)n2)c(C)c1,2,1,-3,1.1,·,-2,2,-9,-12
CCOC(=O)N1CCC(N2CC34C=CC(O3)C(C(=O)Nc3ccc(C)cc3)C4C2=O)CC1 (stereo unspecified),-7,1,0,1.1,1.6,-3,34,-2,-1
Cc1nn(C(=O)c2ccco2)c(C)c1Sc1ccccc1,0,-17,4,·,1,-2,20,-11,4
CCOC(=O)C(NCCCO)c1ccccc1 (stereo unspecified),1,-4,-2,1.2,1.1,-5,3,-13,4
Cc1cccc(-n2c(-c3ccco3)nc3nc4ccccc4nc32)c1,10,6,8,·,1,-2,-1,-14,10
CN1C(=O)/C(=C\c2ccccc2)Sc2ccc(C(=O)N3CCN(c4ccccn4)CC3)cc21,-6,-12,6,·,1.2,-1,-28,-5,0
O=C1CC(C(=O)N(c2cccc(F)c2)C(C(=O)NC2CCCC2)c2ccccn2)CS1 (stereo unspecified),1,7,-3,1.3,1.4,-6,12,-8,-1
O=C(Nc1nncs1)c1ccc(Br)c(S(=O)(=O)N2CCCC2)c1,0,-5,-1,1.2,1.1,2,6,-15,7
CCC(C)C1C(C#N)=C(N)Oc2n[nH]c(-c3ccccc3)c21 (stereo unspecified),-3,5,4,1,0.9,-6,-11,-9,10
CCc1ccc2oc(-c3cc(N)cc(C)c3O)nc2c1,-4,8,1,0.6,1,-10,-9,-10,0
CC(NC(=O)CSc1nc2sc3c(c2c(=O)n1-c1ccccc1)CCCC3)c1ccccc1 (stereo unspecified),5,-27,1,1,·,-7,22,-14,2
CC(C)N(Cc1nc(-c2ccccc2)no1)C(=O)CN1C(=O)c2ccccc2C1=O,0,-3,1,1,·,-5,-13,-13,20
Cc1[nH]c2ccccc2c1Cc1nnc(SCCC#N)o1,8,11,11,1.3,·,-7,14,-9,5
CN(C)C(=O)CSc1nnc(CCNC(=O)OC(C)(C)C)o1,-7,-23,-5,1.2,0.9,-5,8,5,0
CC(CNC(=O)c1ccc(Br)o1)NC(=O)c1ccc(Br)o1 (stereo unspecified),1,10,7,0.8,0.9,-7,4,1,11
Cc1sc2ncnc(N3CCN(CCOc4ccc(Cl)cc4)CC3)c2c1C,-13,45,-1,1.1,1.8,-4,12,4,2
Cc1ccc(-c2nc(CS(=O)CC(=O)NCCN(CC(C)C)CC(C)C)c(C)o2)cc1 (stereo unspecified),2,6,-3,1.3,1.5,-9,-1,-13,7
O=C(CSc1ncccn1)n1c2c(c3ccccc31)CCCC2,-6,-13,0,·,1.1,-5,6,2,10
COc1ccccc1NC(=O)c1cc(Sc2nncn2C)nc2ccccc12,5,17,2,1.1,1.3,-7,-7,-20,7
C[N+]1(CC(=O)OCCCc2ccccc2)CCOCC1,-4,1,-12,1.1,1,-5,-19,-12,1
CCc1nc(NCC(C)C)c(C#N)c2c1COC(C)(C)C2,3,17,10,1.2,0.8,-1,12,-13,6
Cc1ccc(-c2n[nH]c(=S)n2C)cc1,11,7,6,1.1,0.8,-1,2,-11,10
CCCOc1cccc(-c2nnc(N)s2)c1,0,16,-2,1.3,0.9,-8,1,-16,0
CC1=C(C(=O)OC(C)C)C(c2cccs2)n2ncnc2N1 (stereo unspecified),3,0,0,1.1,0.8,-3,-19,5,2
CCOc1ccc(NC(=O)c2nn(C)cc2Br)cc1,11,23,0,1.5,0.9,-6,-40,-3,8

# Whole records, quoted from the list.
# CC(C)N(Cc1nc(-c2ccccc2)no1)C(=O)CN1C(=O)c2ccccc2C1=O in the list: EphB4 ephrin blk: 0; S1P2 antag: -3; FAK inh: 1; MT1-MMP txn act: 1; PLAP act: ·; S1P2 agonist: -5; Plk1 PBD FP: -13; PLK1 inh: -13; HIV Rev-RRE inh: 20
# CN(C)C(=O)CSc1nnc(CCNC(=O)OC(C)(C)C)o1 in the list: EphB4 ephrin blk: -7; S1P2 antag: -23; FAK inh: -5; MT1-MMP txn act: 1.2; PLAP act: 0.9; S1P2 agonist: -5; Plk1 PBD FP: 8; PLK1 inh: 5; HIV Rev-RRE inh: 0

# Continuation.
SMILES,EphB4 ephrin blk,S1P2 antag,FAK inh,MT1-MMP txn act,PLAP act,S1P2 agonist,Plk1 PBD FP,PLK1 inh,HIV Rev-RRE inh
NC(=O)c1ccsc1NC(=O)CSc1nnc(C2CC2)n1Cc1ccccc1,-2,-9,1,1.1,1,-3,13,-15,0
CC(C)Cn1c(=O)c2c(c3ccccc31)OC(C)C(=O)N2 (stereo unspecified),2,-5,6,1.1,·,-3,7,-19,10
Cc1ccc(CNc2oc(C)nc2C#N)cc1,6,13,5,1.2,1,-6,-7,-5,8
CCOC(=O)c1nnn(-c2nonc2N)c1C,-3,-1,-2,·,1.2,-5,-6,-13,5
CN(C)S(=O)(=O)N1CCN(C(=O)N(c2ccccc2)c2ccccc2)CC1,-2,5,-1,1,1.7,-5,28,-8,0
O=C(NCCc1ccc(Cl)cc1)c1cccnc1,-5,-16,2,1.2,1.2,-5,-2,2,2
CCCCCN1C2=NCCN2c2ccccc21,-9,-12,-1,1.2,·,-4,22,-8,-6
CCOc1ccccc1C(C(=O)NC1CCCC1)N(Cc1ccco1)C(=O)CNC(=O)c1ccco1 (stereo unspecified),5,-5,0,1.1,·,-7,-16,-14,0
CCN1CCc2nc(NC(=O)c3ccc4c(c3)OCCO4)sc2C1,0,11,3,1.4,1.2,-6,-30,-15,36*
COc1cc2c(C(=O)O)c(C)n(CC(C)C)c2c2ccccc12,-7,-2,8,1.6,1.3,-5,-13,-9,8
OC1CCCN(Cc2c3ccccc3cc3ccccc23)C1 (stereo unspecified),0,-20,0,1.1,1.7,-1,-18,-5,-2
O=C1C2CCCN2C(c2ccc(Cl)cc2)N1c1nccs1 (stereo unspecified),0,6,-1,1.1,·,-2,4,-7,5
Cc1nc(Cl)c2oc3ccccc3c2n1,3,7,-1,·,1,1,43,-10,11
c1ccc(-c2ccccc2-c2nc(-c3ccncc3)no2)cc1,-10,-38,3,1,0.9,-3,-22,-10,6
O=c1nc(N2CCOCC2)ccn1-c1nc(-c2ccccc2)oc1-c1ccccc1,-3,12,-2,1.1,1.4,-6,6,-3,5
CSc1ncccc1C(=O)OCC(=O)N(C)C1CCS(=O)(=O)C1 (stereo unspecified),2,-7,1,·,0.9,-7,17,-13,7
Cn1c(=O)c2c(SCc3c(F)cccc3Cl)nc(CC(C)(C)C)nc2n(C)c1=O,5,-1,-3,·,1.2,-10,-6,-18,8
Cn1c(CCN2CCOCC2)nc2cc(NC(=O)COc3ccc(Cl)cc3)ccc21,7,10,-10,1.2,1.9,-8,-8,-4,6
O=C(c1cncc(Br)c1)N1CCN(c2ccc(N3CCOCC3)nn2)CC1,2,15,3,1.1,1.1,-8,-11,-11,6
